# High-throughput results as filed in PubChem BioAssay.
# rCAG binder: binders of r(CAG) RNA repeats, primary screen, biochemical, fluorescence. r(CAG) RNA repeat, TO-PRO-1 dye displacement fluorescence. inhibition, % at 3 µM. 1.3% of 370,000 active. AID 651821, 2012;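 active = inhibition above the plate cutoff, the mean of all test compounds on that plate plus 3 SD, cut at about 35% in these data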;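 note: 0% = DMSO alone and 100% = 100 µM mitoxantrone as full dye displacement; higher means more dye released from RNA so lower well fluorescence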
# Tn6 DDE FP: inhibitors of Tn6 peptide binding to fibrin DD(E), primary screen, biochemical, fluorescence polarization, human fibrin, Tn6 probe; Fibrin DD(E) TRITC-Tn6 fluorescence polarization displacement; inhibition, % at 8.3 µM; 0.21% of 370,000 active; Fibrinogen beta chain (Homo sapiens), P02675;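 active = inhibition above a per-campaign cutoff: mean of compounds within control limits plus 3 SD, cut at about 15% in these data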;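 note: 0% = median of all compound wells on the plate and 100% = blocking peptide control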
# proKLK7 act: proKLK7 zymogen activators, primary screen, biochemical, fluorescence intensity. Kallikrein-7 (Homo sapiens), P49862. purified proKLK7, EDANS-DABCYL substrate fluorescence; 100% is mature enzyme control, 0% vehicle. activation, % at 7 µM. 0.9% of 370,000 active. AID 652039, 2013;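 active = activation above the mean of all tested compounds plus 3 SD, computed per campaign excluding outliers beyond control limits, cut at about 13% in these data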
# ASAP1 GAP inh: inhibitors of human ASAP1 ArfGAP activity, primary screen, biochemical, fluorescence polarization; Arf-GAP with SH3 domain, ANK repeat and PH domain-containing protein 1 (Homo sapiens), …; ASAP1-stimulated ARF1 GTP hydrolysis, GDP FP detection; inhibition, % at 16.5 µM; 0.19% of 360,000 active; in the data active = inhibition above about 25%;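 note: 0% = vehicle with enzyme and substrate and 100% = no enzyme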
# Target sequence (Q9ULH1 325-724 limits assumed): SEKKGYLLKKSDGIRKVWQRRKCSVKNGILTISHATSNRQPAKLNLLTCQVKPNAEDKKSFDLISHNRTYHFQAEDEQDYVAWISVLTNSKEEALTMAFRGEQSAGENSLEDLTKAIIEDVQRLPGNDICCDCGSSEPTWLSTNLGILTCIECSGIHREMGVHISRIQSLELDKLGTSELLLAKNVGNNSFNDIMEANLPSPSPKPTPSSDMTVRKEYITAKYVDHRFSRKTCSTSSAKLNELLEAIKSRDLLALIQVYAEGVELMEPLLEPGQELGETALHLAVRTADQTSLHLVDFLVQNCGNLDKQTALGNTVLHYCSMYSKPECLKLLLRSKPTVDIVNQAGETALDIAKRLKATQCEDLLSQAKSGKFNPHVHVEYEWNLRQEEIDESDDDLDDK
# NPR2 activator: human GC-B receptor activators, primary screen, HEK293 GC-B cells, cGMP TR-FRET, EC30 CNP; 0% at EC30 CNP, 100% saturating CNP; activation, % at 10 µM; 0.11% of 370,000 active; AID 1920062, 2024;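 active = activation at 10 µM reaching about 35% in either raw or pattern-adjusted values, limit read from the data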
# ADAM10 inh: human ADAM10 inhibitors, primary screen, biochemical, QFRET, HTS | recombinant ADAM10, EDANS/DABCYL FRET peptide cleavage, 3 h | inhibition, % at 7 µM | 0.62% of 370,000 active | AID 720582, 2013;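 active = inhibition above a per-campaign cutoff equal to the mean of compounds falling between control-based bounds plus 3 SD, cut at about 20% in these data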;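 note: 0% = DMSO wells while the 100% control is not disclosed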
# ARFGAP1 inhibitor: inhibitors of rat ARFGAP1 GAP activity, primary screen, biochemical, fluorescence polarization, GDP tracer; 0.26% of 360,000 active; Arfgap1-stimulated ARF1 GTP hydrolysis, GDP FP detection; ADP-ribosylation factor GTPase-activating protein 1 (Rattus norvegicus), Q62848; inhibition, % at 16.5 µM; AID 651572, 2012;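 active = inhibition above a per-plate limit, mean inhibition of low control wells plus 3 SD, cut at about 25% in these data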;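 note: 0% = DMSO wells with enzyme and 100% = wells lacking Arfgap1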
# Target sequence (Q62848 1-136 limits assumed): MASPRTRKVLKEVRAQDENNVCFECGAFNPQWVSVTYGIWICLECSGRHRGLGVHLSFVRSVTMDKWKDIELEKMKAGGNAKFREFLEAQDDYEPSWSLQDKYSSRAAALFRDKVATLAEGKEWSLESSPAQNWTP
#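 material = rat Arfgap1 catalytic domain, aa 1-136 | also added = human ARF1(Δ1-17)-GTP substrate | compound dosing = one concentration, 16.5 µM, DMSO 1.26% | times = GTP hydrolysis reaction 2 h at 25 °C | measured by = FP, GDP Alexa 633 tracer displaced from anti-GDP antibody, 620/688 nm | evaluation = percent inhibition of Arfgap1-stimulated GTP hydrolysis | replication = single well per compound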
# NPR1 activator: GC-A stimulated cGMP production enhancers – HEK293 GC-A cells, cGMP TR-FRET, EC30 ANP, primary screen; 0.14% of 370,000 active; 0% at EC30 ANP, 100% saturating ANP; Atrial natriuretic peptide receptor 1 (Homo sapiens), P16066; activation, % at 10 µM; in the data active = activation above about 40%
# FXN GAA850 act: FXN promoter activators, primary screen, cell-based, luciferase luminescence, HEK293 lucGAA850. activation, % at 6 µM. 0.56% of 360,000 active. HEK293 lucGAA850 FXN promoter luciferase reporter, 24 h; percent of 10 µM SAHA response. AID 540364, 2011;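 active = activation above the average of all compounds screened plus 3 SD, cutoff fixed separately per campaign, cut at about 7.5% in these data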;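 note: 0% = DMSO wells and 100% = 10 µM SAHA wells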
# sPLA2-III inh: human group III sPLA2 inhibitors, primary screen, biochemical, QFRET, BODIPY PC-A2 liposome substrate; 0.56% of 370,000 active; QFRET BODIPY PC-A2 liposome hydrolysis, fluorescence; Group 3 secretory phospholipase A2 (Homo sapiens), Q9NZ20; inhibition, % at 12.2 µM;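 active = inhibition above mean plus 3 SD of compounds lying within the high and low control bounds, cut at about 19% in these data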;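 note: 0% = median of test compound wells and 100% = no enzyme DMSO wells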
# Target sequence (Q9NZ20 whole entry, looked up): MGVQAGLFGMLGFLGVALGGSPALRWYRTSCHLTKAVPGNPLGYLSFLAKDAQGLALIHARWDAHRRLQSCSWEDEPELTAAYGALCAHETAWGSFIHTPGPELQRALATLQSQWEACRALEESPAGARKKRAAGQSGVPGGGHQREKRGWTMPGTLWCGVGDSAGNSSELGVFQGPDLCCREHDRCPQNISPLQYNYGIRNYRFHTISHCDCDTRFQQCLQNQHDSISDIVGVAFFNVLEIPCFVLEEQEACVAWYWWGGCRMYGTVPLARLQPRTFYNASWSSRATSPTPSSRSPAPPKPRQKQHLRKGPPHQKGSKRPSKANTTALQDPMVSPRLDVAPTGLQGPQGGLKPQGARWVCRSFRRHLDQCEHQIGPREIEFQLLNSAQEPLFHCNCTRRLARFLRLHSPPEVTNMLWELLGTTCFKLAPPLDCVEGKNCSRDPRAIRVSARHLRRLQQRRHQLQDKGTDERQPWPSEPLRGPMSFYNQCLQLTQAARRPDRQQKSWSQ
# The depositor's hits bear a star; · = not tested or not shown.
# Under each structure: rCAG binder	Tn6 DDE FP	proKLK7 act	ASAP1 GAP inh	NPR2 activator	ADAM10 inh	ARFGAP1 inhibitor	NPR1 activator	FXN GAA850 act	sPLA2-III inh
COC(=O)C(C)Sc1nnc(Cc2cc(=O)[nH]c(=O)[nH]2)n1-c1cc(C)ccc1C (stereo not given)
    0	1	-0.4	1	-4	-4	2	3	1.1	-22
Cc1cccc(N(CC(=O)NC(C)(C)C)C(=O)CCC(=O)Nc2nccs2)c1
    -10	-4	-0.1	-10	0	3	2	1	1.0	3
O=C(NCC1CCCO1)c1ccc2c(=O)n(CC3CCCO3)c(SCC(=O)N3CCCC3)nc2c1 (stereo not given)
    -9	11	-0.1	-5	-4	-5	-1	3	-2.2	2
COC(Cc1nnc(SC)n1-c1ccc(Cl)cc1)OC
    -2	3	0.5	-8	-2	-5	-7	-1	4.4	-6
COc1cccc(CC(NC(C)=O)C(=O)NC2CCN(C(=O)C3CCCCC3)CC2)c1OC (stereo not given)
    -6	-2	-0.3	0	-1	-2	-3	4	-1.6	-3
Cc1c(N=Cc2cccs2)c(=O)n(-c2ccccc2)n1C
    -1	5	-0.4	10	-4	3	6	18	0.8	3
O=C(Nc1ccc(-c2noc(COc3ccccc3Cl)n2)cc1)c1ccco1
    5	-6	-1.1	12	-6	16	19	2	4.8	-9
O=S1(=O)c2ccccc2-c2c(nnn2CC2CCCCC2)CN1C1CC1
    2	6	-0.4	·	-3	0	·	-9	·	1
Cc1cccc(C)c1-n1nnnc1C(c1ccnc2ccccc12)N1CCN(C(=O)OC(C)(C)C)CC1 (stereo not given)
    3	9	-0.4	3	3	-15	5	-5	·	19
COc1ccccc1/C=N/OCc1cc(C(C)=O)ccc1OC
    -9	1	-0.2	13	2	4	4	-4	0.5	-7
CCOc1ccc(S(=O)(=O)NCCC(=O)Nc2ncccc2C)cc1
    1	-10	-0.7	-1	3	1	-2	1	-0.1	0
CC(C)Nc1nc(NC2CCCC2)nc(N2CCOCC2)n1
    -4	-1	0.3	5	3	1	-12	-1	1.1	1
CCC1CCCCN1C(=S)NC(=O)c1ccc([N+](=O)[O-])cc1 (stereo not given)
    1	5	-0.2	-9	1	5	-2	3	1.9	12
CCCCOc1ccc(C2CC(=O)N(C)C2=O)cc1 (stereo not given)
    -1	2	-0.3	1	3	2	-6	0	3.2	-3
CCCNS(=O)(=O)c1ccc(NC(=O)c2ccccn2)cc1
    5	-3	0.3	-4	-4	-1	8	-5	1.1	-4
O=C(c1cc(-c2ccc(F)cc2)nc2ccccc12)N1CCC1
    2	11	0.2	0	5	-55	-10	0	1.3	-3
C/C(=N\NC(=O)c1cccs1)c1cccnc1
    4	-1	-2.2	-8	-2	-3	3	0	4.5	-5
O=C(COC(=O)CCSc1ccccc1)Nc1ccc(F)cc1Cl
    0	0	-0.3	10	3	7	-6	4	0.0	-3
O=C(NC(=S)N1CCOCC1)c1cn(-c2ccccc2)nc1-c1ccc(F)cc1
    4	5	0.6	-8	-2	0	-3	-4	-0.8	0
COCC1CCN(Cc2cn(-c3ccccc3F)nc2-c2cc(C)sc2C)CC1
    -8	-1	-0.3	-6	0	-5	5	1	-0.2	-1
COC(=O)c1ccccc1NS(=O)(=O)c1ccc(F)cc1
    -3	0	-1.0	-7	-3	2	10	-3	-0.4	-2
Cc1ccc(C)c(NC(=O)CSc2nc3ccccc3nc2N2CCOCC2)c1
    2	2	-0.6	-4	-9	-4	-2	-24	0.0	2
Cc1cc(C)cc(OCC(=O)OC(C)C(=O)Nc2c(C)n(C)n(-c3ccccc3)c2=O)c1 (stereo not given)
    -7	0	0.4	5	7	-2	4	1	0.5	4
C/C(CC(=O)Nc1c(C)cc(C)cc1C)=N\NC(=O)Cc1ccccc1
    -1	3	0.2	8	1	0	3	5	3.3	-9
Cc1ccc(-c2cc(-c3nnc4sc(COc5ccccc5)nn34)[nH]n2)cc1
    7	-4	0.2	·	-9	-8	·	14	·	3
Cc1ccc(CC2(O)CC(C)N(C)CC2C)c(C)c1 (stereo not given)
    -3	-5	-0.5	-5	-4	1	-8	-4	0.3	4
COC(=O)[C@H](C)NC(=O)NCc1ccc(F)cc1
    -2	8	0.0	-8	2	-6	3	4	-0.9	4
Cc1cc(O)ccc1N/C=C1\CCCC1=O
    6	30*	-0.7	3	-2	-7	3	-4	0.1	-9
Cc1nn(C)c(C)c1/C=C(\C#N)C(N)=O
    0	1	-0.7	5	5	17	-5	3	1.2	1
COc1ncc(-c2ccc(N3C(c4ccsc4)=Cc4ccc(F)cc4C3CC(C)=O)cc2)cn1 (stereo not given)
    12	6	-15	-1	1	-149	-1	0	·	3
C#CCOC(=O)c1csc2nnsc12
    0	-7	0.2	-8	-5	4	-3	-4	1.7	4
CCCNC(=O)CCn1nc(-c2ccc(C)cc2)c2ccccc2c1=O
    -8	2	-0.2	3	-1	-1	-6	-4	-0.9	3
CCc1ccc(NS(=O)(=O)c2cc3c4c(c2)CCN4C(=O)CC3)cc1
    2	-5	-0.2	0	1	0	3	-1	0.3	-4
CCOC(=O)c1cc(C(=O)n2cc(Cl)cn2)nn1C
    1	1	0.5	-3	-6	-1	-16	0	2.0	2
Clc1ccc2nc(CSc3nnc4ccccn34)cn2c1
    1	-4	0.4	6	1	-11	3	0	3.9	2
CC(=O)/C(=C/c1ccccc1)C(=O)Nc1ccccc1C
    -1	-9	-0.4	-2	-2	-3	0	1	3.4	-6
O=C(Nc1ccccc1)c1n[nH]c(Cn2cncn2)n1
    2	4	-0.5	-5	-2	-7	-7	5	0.5	3
COC(=O)C1=C(C)N(CCCC(=O)O)C(=O)NC1c1cc2c(cc1[N+](=O)[O-])OCO2 (stereo not given)
    11	-8	13*	0	3	-86	6	2	-0.5	-3
Cc1cccc(/C=C2/Sc3ccc(C(=O)NCCN4CCCC4)cc3NC2=O)c1
    18	-11	-2.5	-1	-5	3	7	8	-1.6	-1
Cc1c(OCC(=O)N(C)C)ccc2c(-c3ccccc3)cc(=O)oc12
    -4	-2	1.1	-2	2	-18	16	-4	0.6	1
Cc1ccnc2nc(C(=O)OCC(=O)NC3CCCC(C)C3C)nn12 (stereo not given)
    6	6	-0.1	-13	-6	-5	-16	0	0.1	7
Cc1ccc2nc(-c3ccccn3)cc(C(=O)NC3CCN(C)CC3)c2c1
    -4	1	2.7	-8	2	-231	7	-2	·	-1
Cc1nn(C)c(NC(=O)c2ccc([N+](=O)[O-])cc2)c1Cl
    -2	-5	0.8	8	8	6	10	-1	-0.9	3
COc1ccc(OCCN2CCC(C(=O)NC(c3ccc(Cl)cc3)c3cccnc3)CC2)cc1 (stereo not given)
    0	4	0.3	-10	2	-10	2	-2	-1.9	-5
O=C(CN(Cc1ccccc1)C(=O)c1cccc([N+](=O)[O-])c1)Nc1c(Cl)cc(Cl)cc1Cl
    0	-2	0.1	-2	4	3	2	-1	0.0	8
Cc1nc2ccc(S(=O)(=O)N(C)CC(=O)NC(C)c3ccccc3)cc2s1 (stereo not given)
    -2	-6	0.5	-6	-4	1	-16	0	-0.3	0
Cc1cc(=O)n(CCc2ccccc2)c(O)c1C#N
    64*	8	2.5	5	4	-19	2	-3	2.8	-13
O=C(COc1ccccc1Cl)NNC(=O)c1ccc2c(=O)n3c(nc2c1)CCC3
    3	5	0.5	0	-4	-3	14	-3	0.4	-4
COc1cc(C(=O)Nc2cccc(C)c2C)c(Br)c(OC)c1OC
    -2	0	0.0	9	2	5	19	3	0.7	0
COCC(C)NC(=O)C1c2ccccc2Oc2ccccc21 (stereo not given)
    -3	-4	-0.7	7	-2	-6	6	-1	0.1	1
COc1cccc(-c2nnc(SCC(=O)Nc3cccc4ccccc34)n2Cc2ccco2)c1
    6	-9	0.0	·	20	7	·	14	·	-12
O=c1c2cc(N3CCOCC3)ccc2[nH]c(=S)n1CCCN1CCCCC1
    -4	-1	121*	2	0	-129	3	-4	2.1	2
O=C(NCc1ccc(F)cc1)c1cc2sccc2n1Cc1ccc(F)cc1
    5	-3	-0.4	2	-9	17	10	-10	·	-2
COc1ccccc1NC(=O)c1sc2nc(N3CCOCC3)c3c(c2c1N)CCCC3
    7	2	-1.4	5	9	-26	9	10	-0.3	8
Cc1cccc2cc(CN(CC3CCCO3)C(c3nnnn3Cc3ccco3)C(C)C)c(=O)[nH]c12 (stereo not given)
    -1	7	1.1	4	6	-16	5	-7	0.5	-4
O=C(CSc1ncn[nH]1)N1CCN(c2nnc(-c3ccccc3)c3ccccc23)CC1
    -6	0	-0.8	-3	1	2	11	-7	-2.7	-15
CCc1ccc(NC(=O)CNC(=O)[C@@H]2Cc3ccccc3CN2)cc1
    1	-1	0.4	11	2	8	7	-3	0.2	8
COc1ccc(NC2CCCN(C(=O)c3cc4ncccn4n3)C2)cc1 (stereo not given)
    -1	11	-0.2	7	9	-3	10	3	1.7	5
CCCCN(C(=O)CCC(=O)Nc1cc(C)on1)C(C(=O)NC1CCCC1)c1ccc(OC)cc1 (stereo not given)
    -10	-4	-0.3	13	2	1	-4	-9	0.1	3
CN(Cc1ccccc1F)C(=O)COc1ccc(C(=O)c2ccccc2)cc1
    -6	-3	0.1	1	5	4	-4	2	1.4	-5

# Additional structures.
# Under each structure: rCAG binder	Tn6 DDE FP	proKLK7 act	ASAP1 GAP inh	NPR2 activator	ADAM10 inh	ARFGAP1 inhibitor	NPR1 activator	FXN GAA850 act	sPLA2-III inh
Cc1c(CN2CCC(CO)(CCOc3ccccc3)CC2)[nH]c2ccc(Cl)cc12
    -6	1	-0.1	15	-2	5	-3	-2	-3.6	-28
O=C(NCC(F)(F)F)c1[nH]c(C(F)(F)F)nc1-c1ccccc1
    2	4	-0.7	-2	1	-12	0	6	·	-1
COc1ccc(NS(=O)(=O)c2ccc3c(c2)N(C(C)=O)CCO3)c(OC)c1
    3	-2	0.6	-11	-3	-3	2	-1	2.0	0
N#CCCCN1C(=O)C(=C(C#N)C#N)c2ccccc21
    4	4	1.1	-18	7	-9	-5	5	3.8	-9
CCn1c(SCC(=O)Nc2nc(-c3ccccc3)cs2)nnc1-c1ccccc1
    0	11	0.6	-2	6	6	1	4	2.1	-19
